# Source: PubChem BioAssay (The Scripps Research Institute Molecular Screening Center)
# TEAD-YAP inh: TEAD-YAP interaction inhibition | 640,000 compounds, 1.4% hits | HEK-TIYL cells, TEAD-Gal4/YAP UAS-luciferase luminescence | inhibition, % at 9.12 µM | AID 1259422; in the data active = inhibition above about 32%;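 note: 0% = median of test compound wells and 100% = reference inhibitor wells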
# GPR151 activ: activators of human GPR151; Q8TDV0; PathHunter beta-arrestin GPR151 cells, luminescence; activation, % at 11.2 µM; 650,000 compounds, 1% hits; AID 1508602; in the data active = activation above about 4.9%;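 note: 0% = median of compound wells and 100% = cells with positive control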
# Target sequence (Q8TDV0 whole entry, looked up): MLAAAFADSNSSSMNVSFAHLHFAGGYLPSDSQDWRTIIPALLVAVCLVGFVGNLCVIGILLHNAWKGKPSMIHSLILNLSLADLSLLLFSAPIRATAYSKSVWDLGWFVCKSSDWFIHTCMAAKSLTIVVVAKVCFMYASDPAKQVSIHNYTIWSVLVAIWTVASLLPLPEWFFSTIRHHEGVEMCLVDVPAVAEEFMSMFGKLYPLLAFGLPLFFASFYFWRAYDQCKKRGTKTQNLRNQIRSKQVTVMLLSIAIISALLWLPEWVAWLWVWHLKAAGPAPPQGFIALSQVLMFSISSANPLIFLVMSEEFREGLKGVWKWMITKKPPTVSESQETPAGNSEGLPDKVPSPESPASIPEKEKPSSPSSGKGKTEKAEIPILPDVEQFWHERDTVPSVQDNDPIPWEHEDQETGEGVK
# MITF primary: inhibitors of human MITF; AlphaScreen MITF homodimerization, bead proximity signal; inhibition, % at 2.6 µM; 650,000 compounds, 0.91% hits; in the data active = inhibition above about 50%;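 note: 0% = vehicle wells with protein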
# Target sequence (O75030 whole entry, looked up): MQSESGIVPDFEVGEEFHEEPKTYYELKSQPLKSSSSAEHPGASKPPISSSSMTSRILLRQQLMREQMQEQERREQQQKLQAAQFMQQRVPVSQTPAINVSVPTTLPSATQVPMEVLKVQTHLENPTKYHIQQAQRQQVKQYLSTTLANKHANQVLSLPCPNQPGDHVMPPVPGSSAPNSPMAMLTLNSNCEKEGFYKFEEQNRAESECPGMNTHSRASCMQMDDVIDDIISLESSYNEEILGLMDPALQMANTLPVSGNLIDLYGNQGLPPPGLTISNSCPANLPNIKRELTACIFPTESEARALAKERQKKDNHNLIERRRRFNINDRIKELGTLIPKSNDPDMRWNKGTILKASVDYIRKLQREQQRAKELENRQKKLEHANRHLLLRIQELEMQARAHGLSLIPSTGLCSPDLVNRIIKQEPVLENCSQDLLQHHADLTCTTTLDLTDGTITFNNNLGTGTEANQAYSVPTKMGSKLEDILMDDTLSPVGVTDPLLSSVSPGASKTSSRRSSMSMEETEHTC
# FBW7 act: activators of human E3 ligase FBW7; normalized activity (activation), % at 26.1 µM; AlphaScreen FBW7–phospho-cyclin E peptide binding, activator screen; 650,000 compounds, 0.13% hits; Q969H0; AID 1259310; in the data active = normalized activity above about 1.9%;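 note: purified mutant Fbw7 with reduced substrate affinity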
# * marks the source's active call; other numbers are inactive results; & = joins results of further samples.
SMILES,TEAD-YAP inh,GPR151 activ,MITF primary,FBW7 act
Cc1ccc(-c2nc(CS(=O)(=O)CC(=O)NC3CCCCC3C)c(C)o2)cc1 (stereo not drawn),-2,-1.0,13,0.1
Cc1cc(Cl)ccc1NS(=O)(=O)c1ccc(C)c([N+](=O)[O-])c1,6,-0.6,19,0.7
O=C(O)c1cc(N2C(=O)C3C4C=CC(C4)C3C2=O)cc(N2C(=O)C3C4C=CC(C4)C3C2=O)c1 (stereo not drawn),5,-0.2,4,0.0
COc1ccc(NC(=O)CSc2nc3ccccc3[nH]2)cc1Cl,7,-2.6,22,0.4
CC1CCCC(NC(=O)C2(C)CCC(=O)N2C(C)c2ccccc2)C1C (stereo not drawn),4,0.7,-3,-0.1
N#Cc1ccsc1NC(=O)c1ccc(Cl)c([N+](=O)[O-])c1,-14,-1.2,1,0.0
CCOc1cc2c(cc1OCC)C(c1cc(Cl)cc(Cl)c1O)NCC2 (stereo not drawn),-20,-0.1,6,-0.3
Nc1ccc(Sc2nc3ccccc3[nH]2)cc1,-12,-0.6,18,0.4
O=C(O)C1CCCNC1 (stereo not drawn),-5,-0.6&-0.5,-3&9,0.3&-0.1
CC(C)OC(C(=O)c1ccccc1)c1ccccc1 (stereo not drawn),-5,-0.2,-5,-0.1
COCCCNC(=O)c1ccc2nc(N3CCC(C)CC3)sc2c1,1,0.3,12,1.3
Cc1cn2c(=O)c(C(=O)Nc3ccc(Br)c(C)c3)cnc2s1,-3,1.1,4,0.0
Clc1cccc(-c2ccc(NCCc3ccccn3)nc2)c1,-49,-1.5,0,-0.2
CCCCOC(=O)C1=C(C)NC2=C(C(=O)CC(C)(C)C2)C1c1ccc2c(c1)OCO2 (stereo not drawn),18,0.7,9,0.2
CCOC(=O)c1cc2c(=O)n3ccccc3nc2n(CCCOC)c1=NC(=O)c1ccccc1Cl,7,1.5,4,-0.3
COc1ccc(C(=O)NC(=S)Nc2ccccc2N2CCOCC2)cc1[N+](=O)[O-],-4,1.1,-1,-0.2
N#Cc1ccc(COC(=O)c2ccc(N3CCCC3)c([N+](=O)[O-])c2)cc1,-6,-0.6,13,0.1
CCOc1ccc(NC(=O)c2ccc(NCCCN(CC)c3cccc(C)c3)c([N+](=O)[O-])c2)cc1,5,-0.2,16,-0.1
C=CCC1(CC=C)CCCN1C(=O)CC1C(=O)NCCN1C/C=C/c1ccccc1OC (stereo not drawn),-2,-1.1,-12,0.1
CCOC(=O)CSc1ccc2nnc(-c3ccc(OC)cc3)n2n1,0,1.2,0,0.1
COc1ccc([N+](=O)[O-])cc1N1C(=O)c2nccnc2C1=O,7,0.0,7,0.2
CC1CCCC(N2CCN(Cc3cccc(F)c3)CC2)C1 (stereo not drawn),-1,-1.3,69*,0.0
CCc1[nH]n2c(=O)cc(COC)nc2c1-c1ccc(OC)cc1,9,1.3,16,-0.1
Cc1ccc(-n2cc(-c3ccccc3)c3c(N4CCN(c5ccccc5)CC4)ncnc32)cc1,-7,0.3,-3,-0.1
O=C(NC1c2ccccc2-c2ccccc21)c1ccc(CN2CCOCC2)[nH]c1=O,6,0.4,1,0.0
COc1ccc(-n2nc(C(=O)NCC(=O)Nc3nc4ccccc4s3)c3ccccc3c2=O)cc1Cl,-5,0.8,-11,0.0
COc1cccc2cc(-c3csc(N)n3)c(=O)oc12,49*,-9.1,0,-0.1
Cc1cnc(N2CCOCC2)nc1Nc1ccc(N2CCOCC2)cc1,5,-0.8,15,-0.1
CCOc1ccc(-n2c(SCC(=O)N(CC)Cc3ccccc3)nc3n[nH]c(C)c3c2=N)cc1,-2,1.6,2,-0.2
O=C(Cn1cnc2c(cnn2-c2ccc(F)cc2)c1=O)Nc1ccccc1F,-3,-1.2,6,0.9
CNC(=S)N1CCN(c2ccccc2F)CC1,12&-7,3.7&1.8,4&4,-0.1&0.1
CN(C)CC(C)(O)c1ccc2c(c1)CN(Cc1ccc(Oc3ncccn3)cc1)CCO2 (stereo not drawn),1,2.4,-5,0.0
CCCCNC(=O)CSc1nc2ccc(NC(=O)c3ccccc3)cc2s1,-7,-0.2,-1,0.0
Cc1cc2c(Nc3ccc4c(c3)OCO4)ncnc2s1,-57,0.6,5,0.1
C=CCNC(=O)/C(=C\c1cccc([N+](=O)[O-])c1)NC(=O)c1ccc(Br)cc1,-1,-1.2,-8,-0.2
Cc1cc(C)c2cc(CN(Cc3cccnc3)C(=O)c3cnccn3)c(Cl)nc2c1,0,0.1,4,0.1
CCOC(=O)N1CCN(S(=O)(=O)c2cccc(S(C)(=O)=O)c2)CC1,3,1.9,4,-0.1
O=C(c1ccccc1)N1CCN(c2ccc(-c3ccncc3)nn2)CC1,-2,-2.0,12,0.5
O=C(NC(=S)NC1CCS(=O)(=O)C1)c1cccc([N+](=O)[O-])c1 (stereo not drawn),8,0.2,12,0.5
CS(=O)(=O)N(CC(=O)O)Cc1ccc(Cl)cc1,1,0.8,-1,-0.2
COc1ccc(Nc2ncnc3c2c(-c2ccccc2)cn3-c2cccc(C(F)(F)F)c2)cc1Cl,5,-1.2,25,0.3
CC(=O)Nc1ccc(S(=O)(=O)N2CCN(Cc3ccc(Br)cc3)CC2)cc1,25,-0.3,15,0.1
O=C(CSc1nc2ccc([N+](=O)[O-])cc2[nH]1)Nc1ccccc1,2,-0.6,-1,-0.2
CCOC(=O)N1CCC(N(CCOC)C(=S)Nc2cccc(SC)c2)CC1,-5,0.2,-8,-0.2
CC(=O)OCCCCON1C(=O)c2ccccc2C1=O,5,-0.9,11,0.6
CN1CCN(C(=O)c2scc3c2CCCC3)CC1,-1,-1.1,4,-0.2
CC(C)(O)C#Cc1ccc(CN2CCc3nnc(CNC(=O)c4ccccn4)n3CC2)cc1,-9,0.1,21,-0.1
CCOC(=O)c1c(C)n(-c2ccccc2)c2ccc(OC(=O)c3ccccc3[N+](=O)[O-])cc12,0,-0.6,6,0.3
CC(C)CNC(=O)c1c(O)c2cccc3c2n(c1=O)CC3,-15,1.6,1,-0.2
C/C(CC(=O)Nc1ccccc1C)=N\NC(=O)Cc1csc(N)n1,-22,-1.0,9,-0.8
COc1ccc2nc(N3CCCCC3)c(/C=C3\NC(=S)NC3=O)cc2c1,-1,-0.9,13,-0.1
COc1ccccc1C(=O)N/C(=C\c1ccc([N+](=O)[O-])cc1)C(=O)Nc1ccc(Br)c(C)c1,-1,-0.5,-7,-0.1
COCc1cc(CN2CCN3C(=O)[C@H](Cc4cnc[nH]4)NC(=O)[C@H]3C2)ccc1OC,6,-0.4,12,-0.1
CCOC(=O)C1=C(C)N=c2s/c(=C\c3ccc(OCc4ccccc4)cc3)c(=O)n2C1c1ccc(OC)cc1 (stereo not drawn),-2,-0.1,-4,-0.3
Cn1cc(CC(=O)Nc2ccc(F)cc2)c2ccccc21,-5,0.0,-10,-0.2
CC1=C(C(=O)OCc2ccccc2)C(c2ccc(Cl)cc2)N2C(=O)CCSC2=N1 (stereo not drawn),-5,-0.3,-9,-0.4
COc1ccccc1C(=O)NNC(=O)c1sc2ccccc2c1Cl,5,2.1,3,-0.1
CC1=C(C(=O)OC(C)C)C(c2cccc3ccccc23)C2=C(CCCC2=O)N1 (stereo not drawn),8,0.0,-2,0.2
Cc1nc2cc(C(=O)NCc3ccccn3)ccc2n1-c1ccc(Br)cc1,8,1.0,9,-0.1
COc1cccc(CNC(=O)c2noc3c2COc2ccccc2-3)c1,-3,-2.6,-1,0.6

# 18 structures from above, arranged by formula weight, lowest first:
SMILES,TEAD-YAP inh,GPR151 activ,MITF primary,FBW7 act
CN1CCN(C(=O)c2scc3c2CCCC3)CC1,-1,-1.1,4,-0.2
CC(=O)OCCCCON1C(=O)c2ccccc2C1=O,5,-0.9,11,0.6
CS(=O)(=O)N(CC(=O)O)Cc1ccc(Cl)cc1,1,0.8,-1,-0.2
Cn1cc(CC(=O)Nc2ccc(F)cc2)c2ccccc21,-5,0.0,-10,-0.2
CC(C)CNC(=O)c1c(O)c2cccc3c2n(c1=O)CC3,-15,1.6,1,-0.2
O=C(CSc1nc2ccc([N+](=O)[O-])cc2[nH]1)Nc1ccccc1,2,-0.6,-1,-0.2
COc1cccc(CNC(=O)c2noc3c2COc2ccccc2-3)c1,-3,-2.6,-1,0.6
COc1ccc2nc(N3CCCCC3)c(/C=C3\NC(=S)NC3=O)cc2c1,-1,-0.9,13,-0.1
CC1=C(C(=O)OC(C)C)C(c2cccc3ccccc23)C2=C(CCCC2=O)N1 (stereo not drawn),8,0.0,-2,0.2
CCOC(=O)N1CCC(N(CCOC)C(=S)Nc2cccc(SC)c2)CC1,-5,0.2,-8,-0.2
COCc1cc(CN2CCN3C(=O)[C@H](Cc4cnc[nH]4)NC(=O)[C@H]3C2)ccc1OC,6,-0.4,12,-0.1
Cc1nc2cc(C(=O)NCc3ccccn3)ccc2n1-c1ccc(Br)cc1,8,1.0,9,-0.1
CC1=C(C(=O)OCc2ccccc2)C(c2ccc(Cl)cc2)N2C(=O)CCSC2=N1 (stereo not drawn),-5,-0.3,-9,-0.4
CC(C)(O)C#Cc1ccc(CN2CCc3nnc(CNC(=O)c4ccccn4)n3CC2)cc1,-9,0.1,21,-0.1
CC(=O)Nc1ccc(S(=O)(=O)N2CCN(Cc3ccc(Br)cc3)CC2)cc1,25,-0.3,15,0.1
COc1ccc(Nc2ncnc3c2c(-c2ccccc2)cn3-c2cccc(C(F)(F)F)c2)cc1Cl,5,-1.2,25,0.3
COc1ccccc1C(=O)N/C(=C\c1ccc([N+](=O)[O-])cc1)C(=O)Nc1ccc(Br)c(C)c1,-1,-0.5,-7,-0.1
CCOC(=O)C1=C(C)N=c2s/c(=C\c3ccc(OCc4ccccc4)cc3)c(=O)n2C1c1ccc(OC)cc1 (stereo not drawn),-2,-0.1,-4,-0.3

# Carrying on:
SMILES,TEAD-YAP inh,GPR151 activ,MITF primary,FBW7 act
Cc1cccn2c(=O)c3cc(C(=O)N4CCCC(C)C4)n(C)c3nc12 (stereo not drawn),-3,0.3,-2,-0.1
CC(=O)C1=C(O)C(=O)N(Cc2ccco2)C1c1ccc(F)cc1 (stereo not drawn),5,0.1,-2,0.5
CC1CCC2(CC1)N=C(c1cccc(F)c1)C(=O)N2 (stereo not drawn),6,-0.4,5,0.1
COC(=O)C1=NNC2C(=O)N(c3cccc(C(F)(F)F)c3)C(=O)C12 (stereo not drawn),9,-0.6,-2,-0.1
CC(=O)OC1c2ccccc2C(=O)N1Cc1ccccc1 (stereo not drawn),-2,-0.8,-3,0.2
O=C(CCc1nc2ccccc2[nH]c1=O)OCc1cccc([N+](=O)[O-])c1,4,0.6,3,0.1
COc1cccc(C2=NN3C(C2)c2cccc(OC)c2OC3c2ccc(F)c(F)c2)c1 (stereo not drawn),26,-1.5,7,0.4
Cc1sc2ncn(CC(=O)NCCCC(=O)Nc3cnc4ccccc4c3)c(=O)c2c1C,10,-0.4,4,0.3
N#CCC(=O)N/N=C/c1c(Cl)cccc1Cl,-9,-0.1,-15,-0.1
COCCN1C(=O)C2C(C(=O)Nc3ccc(Cl)c(Cl)c3)C3(C)C=CC2(O3)C1C(=O)NC1CCCCC1 (stereo not drawn),1,0.7,-3,0.0
CC(=O)c1ccc(OCCOCCSc2nc(C)cc(=O)[nH]2)cc1,0,-1.1,0,-0.1
O=C(O)c1ccc(NC(=O)C2C(=O)CN(c3ccccc3)C2=O)cc1 (stereo not drawn),2,0.3,5,-0.1
COC(=O)c1ccc(NC(=O)CSc2nc3ccccc3s2)cc1,1,-1.7,10,0.4
CSc1ccc(S(=O)(=O)N(CC(=O)N2CCCCC2)c2ccc(C)cc2)cc1,7,2.0,1,0.0
CC(=O)Nc1ccc(Nc2nc(Nc3nc4ccccc4n3C)nc3c2ncn3C(C)C)cc1,3,-0.8,10,0.0
Cc1sc2nc(SCC(=O)NCc3ccccc3)[nH]c(=O)c2c1C,-2,1.2,-6,-0.1
CCn1c(-c2ccc(S(=O)(=O)N3CCCCC3)cc2)csc1=Nc1ccc(C)c(C)c1,0,1.4,-2,0.0
O=C(NCc1ccccc1Cl)c1c(F)cccc1F,-5,0.7,-1,0.2
Cc1ccccc1OCCn1cc(C=C2C(=O)N(C)C(=O)N(C)C2=O)c2ccccc21,2,1.8,7,-0.1
CCCCCCCSc1nsc(NC(C)=O)n1,-14,-0.2,-5,0.1
CN(CCC#N)C(C(=O)NC1CCCCC1)c1cc2c(cc1[N+](=O)[O-])OCO2 (stereo not drawn),-26,-1.3,8,0.5
Cc1cccc(/C(N)=N/OC(=O)c2cccc(Cl)c2)c1,-34,-0.9,6,1.0
CCN(C(=O)CSc1nc2ccsc2c(=O)n1CCC(C)C)c1ccccc1,12,0.3,-4,0.0
Cc1cc(Cl)ccc1OCC(=O)NCc1ccco1,-11,1.5,-2,0.0
COc1cc(/C=C2\SC(=S)N(c3cccnc3)C2=O)ccc1O,5,-1.2,1,-0.2
O=c1[nH]nc2c3c(nc(N4CCCC4)n12)CCN(Cc1ccccc1)C3,-2,0.8,4,0.1
Clc1cnc(Nc2ccc(-n3cnc(N4CCOCC4)n3)cc2)nc1-c1ccno1,9,-0.7,4,0.6
Cc1n[nH]c(C)c1CCCCCOc1ccccc1[N+](=O)[O-],15,0.0,-4,0.7
COC(=O)C1C2C=CC3(CN(c4cccc5ccccc45)C(=O)C13)O2 (stereo not drawn),-3,-0.2,5,0.0
O=C(Nc1ccc(OCc2ccccc2)cc1)c1ccc([N+](=O)[O-])cc1,2,-0.4,11,0.1
O=C(Nc1ncc(Cc2ccc(F)cc2)s1)C1CC1,-10,2.3,-2,-0.1
CC(=O)N1c2ccc(N=Cc3ccccc3[N+](=O)[O-])cc2CC1C (stereo not drawn),5,0.5,14,0.1
